Source: PubChem BioAssay
phage Ecoli inh: E. coli growth loss with phage present | growth absorbance | inhibition, % at 11.9 µM | actives 0.26% (n = 360,000) | AID 651602; in the data active = inhibition above about 11%
* = called active by the depositor. A portion of the library, so the mix of outcomes need not match the whole.

SMILES	phage Ecoli inh
OCC[C@@H]1C[C@H](O)[C@@H](O)[C@@]2(OCc3ccc4ccccc4c32)O1	3.3
O=C(Nc1cccc(Cl)c1)Nc1nnc([C@@H]2C[C@H](O)[C@@H](CO)O2)s1	3.4
COC(=O)C1=C(C)N(C)C(=NCc2ccc(OC)cc2)NC1c1ccc(Cl)cc1 (stereo not drawn)	4.0
CCCS(=O)(=O)NC(=O)C1(C)CCN(C(=O)c2cccc(C)c2C)C1 (stereo not drawn)	0.5
COCCNc1nc(Oc2ccc(CC(=O)OC)cc2)c2sc(-c3ccccc3)cc2n1	-0.7
CC(O)(c1cccc(F)c1)c1nc(-c2cc(F)cc(F)c2)cs1 (stereo not drawn)	4.2
CC1(C(=O)NS(=O)(=O)c2ccc(Cl)s2)CCN1C(=O)Cc1ccc(Cl)cc1Cl (stereo not drawn)	0.5
COc1cc(-c2cc(NC=O)c3ncc(-c4ccccc4)n3c2)cc(OC)c1OC	4.9
CC(C)C[C@@H](CN1CCC[C@H]1CN1C(=O)C(=O)NC[C@@H]1Cc1ccc(O)cc1)N1C[C@H](Cc2ccc(O)cc2)N(CC2CCCCC2)C(=O)C1=O	-3.1
COc1ccc(Cl)cc1-c1cc(C(=O)NCc2cccc(Cl)c2)[nH]n1	0.2
CCOC(=O)C1(C)CCCN1C(=O)c1ccc(OC)c(F)c1 (stereo not drawn)	2.0
OC(c1ccc(Cl)cc1)c1ncc(-c2ccc(Oc3ccccc3)cc2)[nH]1 (stereo not drawn)	4.4
CCCN1C(=O)c2n[nH]c(C(C)C)c2C1c1cccc(C(F)(F)F)c1 (stereo not drawn)	2.6
CCOC(=O)C1(C)CCCN1C(=O)c1ccc(OC)c(OC)c1 (stereo not drawn)	1.2
c1ccc2c(c1)OCc1nccn1-2	1.8
COC(=O)[C@]12C[C@H](CC(=O)NCCC(C)C)C(=O)N(Cc3ccc4c(c3)OCO4)C1=C[C@H](C(C)(C)C)O[C@@H]2C	3.5
NC(Cc1ccc(F)cc1)c1csc(Nc2cc(Oc3ccccc3)ncn2)n1 (stereo not drawn)	-0.5
COc1cc(OC)cc(-c2c(Sc3ccccc3)c3cc(-c4ccc(OC)nc4)ccc3n2C)c1	-0.4
Fc1cccc(Cc2c(-c3cccc(Cl)c3)nc3c4ccccc4ccn23)c1	3.2
CCCNC(=O)C1(C)CCCN(Cc2csc(-c3ccccc3)n2)C1 (stereo not drawn)	3.1
CCC(CC)C(=O)N(C)c1c(C)nc2c(OCc3cccc(Cl)c3)cccn12	1.7
Cc1ccc(S(=O)(=O)N[C@H](CO)C(C)C)cc1	3.0
O=C(NCCCN1CCOCC1)c1c(-c2ccccc2)oc2c1C(OCCCCCO)CCC2 (stereo not drawn)	2.3
O=C(NCCC(F)(F)F)C1Cc2c(-c3cccc(F)c3)ccnc2O1 (stereo not drawn)	3.5
CCCCn1nnnc1C(CC)N1CCN(C/C=C/c2ccccc2)CC1 (stereo not drawn)	0.6

Arranged by the number under phage Ecoli inh (falling): some entries from above
SMILES	phage Ecoli inh
COC(=O)C1=C(C)N(C)C(=NCc2ccc(OC)cc2)NC1c1ccc(Cl)cc1 (stereo not drawn)	4.0
O=C(NCCC(F)(F)F)C1Cc2c(-c3cccc(F)c3)ccnc2O1 (stereo not drawn)	3.5
OCC[C@@H]1C[C@H](O)[C@@H](O)[C@@]2(OCc3ccc4ccccc4c32)O1	3.3
c1ccc2c(c1)OCc1nccn1-2	1.8
CCCCn1nnnc1C(CC)N1CCN(C/C=C/c2ccccc2)CC1 (stereo not drawn)	0.6
COc1cc(OC)cc(-c2c(Sc3ccccc3)c3cc(-c4ccc(OC)nc4)ccc3n2C)c1	-0.4

(listing goes on)
SMILES	phage Ecoli inh
CCN(C(=O)CN(C1=NC2CS(=O)(=O)CC2S1)c1ccc(OC)cc1)c1cccc(C)c1 (stereo not drawn)	2.6
O=C(C[C@H]1CC[C@H](NC(=O)C2CCOCC2)[C@@H](CO)O1)NCc1ccncc1	1.5
CC(C)C[C@H]1CNC(=S)N1C[C@H]1CCCN1C[C@H](Cc1ccc(O)cc1)N1C[C@H](Cc2ccccc2)N(CC2CCCCCC2)C1=S	6.8
COc1ccc(C(O)c2ncc(-c3ccccc3Cl)[nH]2)cc1F (stereo not drawn)	3.3
O=[N+]([O-])c1ccc2c(c1)CCO[C@@]21O[C@H](CCO)C[C@H](O)[C@H]1O	0.9
Cc1ccc(-c2nc3cc(C)c(Br)c(C)n3c2CC(C)(C)C)cc1	3.7
O=C(N[C@H]1CC[C@H](CCNC(=O)C2CC2)O[C@@H]1CO)c1ccccn1	0.8
O=C(NC(c1ccccc1)c1ccsc1)C1CCN(Cc2ccc(Oc3ccccc3)cc2)CC1 (stereo not drawn)	0.8
CSc1nc2c(=S)[nH]c(=S)[nH]c2s1	0.0
O=C(NC1CCCCC1)C(c1cccc2ccccc12)n1c(=O)c(-c2ccco2)nc2ccccc21 (stereo not drawn)	1.3
CCOC(=O)C1=CCN(S(=O)(=O)c2ccccc2Br)C1c1ccc(F)cc1 (stereo not drawn)	2.8
CCOC(=O)N1CCN(C(=O)C[C@@H]2C[C@@]3(C(=O)OCC)CCC=C3N(CCC3=CCCCC3)C2=O)CC1	5.9
CC(C)(C)C(=O)N1CCN(c2ccc3c(c2)C2CC3CCN2C(=O)OCc2ccccc2)CC1 (stereo not drawn)	3.9
CCCCNC(=O)C1c2ccccc2OCC(=O)N1CCc1c[nH]c2ccccc12 (stereo not drawn)	1.4
O=C(OCc1ccccc1)N1C[C@H](O)[C@H](O)C[C@@H]1c1c(Cl)cccc1Br	3.9
COC(=O)c1c(N)[nH]c(C(=O)c2ccccc2)c1-c1ccccc1Br	0.4
COc1ccc(C2CC(=O)C(c3ccc4ccccc4c3)=CN2Cc2ccccc2)cc1 (stereo not drawn)	1.3
CCCCCCN1CCN(C2CN(Cc3cn(Cc4ccccc4)nn3)S(=O)(=O)C2)CC1 (stereo not drawn)	4.7
O=C(NCC1CC1)c1ccc2sc([C@@H]3O[C@H](CO)[C@H](O)[C@H](O)[C@H]3O)nc2c1	1.9
COc1ccc(C(=O)N2CCC(C)(C(=O)O)C2)c(OC)c1 (stereo not drawn)	4.3
C[C@H]1[C@H](c2ccccc2)Oc2cccc(NCCc3ccccc3)c2S(=O)(=O)N1Cc1ccc(F)cc1	0.1
CC1(Cc2ccccc2Cl)C(=O)Nc2c(Cl)ccc(Cl)c21 (stereo not drawn)	3.6
C[C@H]1CN([C@@H](C)CO)C(=O)CCCn2nncc2CO[C@@H]1CN(C)Cc1cccc(C(=O)O)c1	3.6
CCCN(CCC)Cc1cc(=O)oc2cc(C)cc(C)c12	3.7
O=C(Nc1ccccc1F)c1csc([C@@H]2C[C@H](O)[C@@H](CO)O2)n1	2.0
New compounds follow:
SMILES	phage Ecoli inh
OC[C@@H]1CN(Cc2ccccc2)C[C@H](n2cnc3c(NC4CCCC4)ncnc32)O1	4.0
N#Cc1cccc(NC(=O)c2cc(C3CCCCN3C(=O)C3CC3)on2)c1 (stereo not drawn)	-0.2
OC[C@@H]1CN(Cc2ccc(Cl)cc2)C[C@H](n2cnc3c(Nc4ccccc4)ncnc32)O1	2.3
O=C(NCc1cc(Cl)cc(Cl)c1)c1csc([C@@H]2C[C@H](O)[C@@H](CO)O2)n1	1.0
COC(=O)C1=C(C)N(Cc2ccc(C(F)(F)F)cc2)C(=NCC2CC2)NC1c1cccc(Cl)c1 (stereo not drawn)	1.0
COc1ccc(NC(=S)Nc2ccc3c(c2)c(=O)n(C)n3-c2ccccc2)cc1	0.0
Cc1ccccc1-c1cnc(C(O)c2cccc(C)c2C)[nH]1 (stereo not drawn)	-0.5
Cc1ccc(CN2CC(N3CCN(c4ccccn4)CC3)CS2(=O)=O)cc1 (stereo not drawn)	-1.3
CCOC(=O)c1cnc2c3c(noc13)CCC2	2.5
CCSc1ccc(-c2cc(NC=O)c3ncc(-c4cccc(C(=O)N(C)C)c4)n3c2)cc1	2.7
O=C(Nc1ccc(F)cc1)C(c1cccc(F)c1)N1CCN(CC(=O)N2CCCC2)CC1 (stereo not drawn)	2.3
CC(C)OC(=O)/C=C1\C[C@@H](c2ccccc2C(F)(F)F)O[C@@H](c2ccccc2C(F)(F)F)O1	0.7
O=C(NC(c1ccc(F)cc1)c1ccc2ccccc2n1)C1CCN(Cc2ccc3ccccc3n2)CC1 (stereo not drawn)	-1.9
O=C(NCCN1CCC(n2c(=O)[nH]c3ccccc32)CC1)N1c2ccccc2Sc2ccccc21	0.7
CC(=O)c1cccc(-c2ccnc3c2CC(C(=O)NCc2ccco2)O3)c1 (stereo not drawn)	1.1
COc1cc(-c2c(C(=O)c3ccccc3)[nH]c(N)c2C(N)=O)ccc1F	0.4
CC(C)c1ccc([C@@H]2O[C@H](CCc3ccccc3)CC3=C2C(=O)OC(C)(C)O3)cc1	3.7
O=[N+]([O-])c1cccc(COc2ccccc2CO)c1	1.9
COCCCNC(=O)c1cccc2c(-c3ccc(OC)cc3C)coc12	2.9
C[C@H](O)[C@@H]1CN2CCc3ccc(-c4ccc5c(c4)OCO5)cc3[C@@H]2C[C@@H]1N(C)Cc1ccccc1	1.6
O=c1cc(CN2CCN(c3ccc(Cl)c(Cl)c3)CC2)c2ccccc2o1	1.9
Cc1cc(C)n(CCNC(=O)[C@H]2O[C@@H](n3cnc4c(N)ncnc43)[C@H](O)[C@@H]2O)n1	1.5
COC(=O)c1ccc(-c2cccc(CN3CCN(c4ncc(Cc5ccccc5)cn4)CC3)c2)cc1	1.7
CC(=O)Nc1ccc(NC(=O)C2(C)Cc3c(-c4cccc(C(F)(F)F)c4)ccnc3O2)cc1 (stereo not drawn)	1.2
Cc1ccc(S(=O)(=O)Nc2ccccc2[N+](=O)[O-])cc1	1.5
The list continues.
SMILES	phage Ecoli inh
CCCCC(=O)N(C)c1c(CC)nc2c(OCC(N)=O)cccn12	3.7
CC(C)NC(=O)C1(C)CSCC(=O)N1C1CCN(Cc2ccccc2)CC1 (stereo not drawn)	3.0
COc1cc(NC(=O)C2(C)CCCN(C(C)C)C2)cc(OC)c1OC (stereo not drawn)	2.5
COc1ccc(Cc2c(-c3ccc(OC)c(OC)c3)nc3ccc(C)cn23)c(C)c1	1.4
COC(=O)c1cc2c(c3c4cc(OC)ccc4n(S(=O)(=O)c4ccccc4)c13)C(=O)N(C)C2	3.6
CN(Cc1ccccc1)c1nccn2ccnc12	1.3
Cc1ccc(S(=O)(=O)N(C)[C@H]2C[C@H]3c4[nH]c5c(-c6ccccc6)cccc5c4CCN3C(=O)[C@H]2[C@H](C)O)cc1	-0.5
COc1ccc(CC(=O)Nc2nc(OCCN3CCCC3=O)cnc2-c2cccc(C(F)(F)F)c2)cc1	3.6
O=C(NCc1ccccc1)c1cc(C2CCCN(C(=O)CCc3ccccc3)C2)on1 (stereo not drawn)	0.9
COc1ccc(CC(N)c2csc(Nc3cc(NCc4ccco4)ncn3)n2)cc1 (stereo not drawn)	0.3
Cc1cc2nc(-c3ccc(F)cc3)c(CC3CCCCC3)n2c(C)c1Br	0.6
COc1ccc(CNC(=O)Nc2nc(C(N)c3ccccc3)cs2)cc1 (stereo not drawn)	-0.9
Cc1ccc(S(=O)(=O)NC(=O)ON=Cc2ccc3c(c2)OCO3)cc1	4.2
O=C(c1[nH]c(C(F)(F)F)nc1-c1ccccc1)N1CCc2ccccc2C1	4.2
COC(=O)[C@]12CCCCC=C1N(Cc1ccc3c(c1)OCO3)C(=O)[C@H](CC(=O)N1CCC(c3ccccc3)CC1)C2	2.4
COC(=O)Cn1nnnc1-c1nc2cc(C)c(C)cc2[nH]c1=O	-2.3
CN(C)c1ccc(-c2[nH][nH]c(=O)c2NC(=O)c2ccc3ccccc3n2)cc1	1.2
O=C(C(=O)N1CCC(CNS(=O)(=O)c2ccc(C(F)(F)F)cc2)CC1)c1cc2ccccc2o1	1.0
COc1ccccc1-c1cccc(-c2nc(C(=O)N3CCCCC3)cc3c2[C@@H](CCO)N(S(=O)C(C)(C)C)C3)c1 (stereo partly drawn)	-0.1
COc1cccc(-c2cc(CNC(=O)[C@@H](Cc3ccccc3)NC(=O)[C@H]3O[C@@H](n4cnc(C(N)=O)n4)[C@H](O)[C@@H]3O)no2)c1	2.1
CCCCNc1cccc2c1S(=O)(=O)N[C@H](Cc1ccccc1)CO2	0.6
CCCCc1ccc(S(=O)(=O)NC(=O)C2(C)CCN2C(=O)c2c(C)noc2C)cc1 (stereo not drawn)	0.1
COC(=O)[C@]12C[C@H](CC(=O)NCc3cccs3)C(=O)N(Cc3ccccc3)C1=C[C@H](C1CCCC1)O[C@@H]2C	0.8
COc1ccc(Br)c(Cn2c(C)c(C(=O)NCc3cccs3)sc2=O)c1	1.8
Cc1ccc(Cc2c(C(C)(C)C)nc3ccc(Br)cn23)cc1	2.0

Random excerpt: three records from the list.
SMILES	phage Ecoli inh
COc1ccc(Cc2c(-c3ccc(OC)c(OC)c3)nc3ccc(C)cn23)c(C)c1	1.4
COC(=O)[C@]12CCCCC=C1N(Cc1ccc3c(c1)OCO3)C(=O)[C@H](CC(=O)N1CCC(c3ccccc3)CC1)C2	2.4
COC(=O)[C@]12C[C@H](CC(=O)NCc3cccs3)C(=O)N(Cc3ccccc3)C1=C[C@H](C1CCCC1)O[C@@H]2C	0.8

The list goes on.
SMILES	phage Ecoli inh
CCCCS(=O)(=O)N1C2=NC(C(=O)OCC)=C(C(=O)OCC)C3N(Cc4ccc(C#N)cc4)c4ccccc4[C@]23C[C@H]1C(=O)OC (stereo partly drawn)	1.3
C[C@H]1CNC(=O)c2c(C(=O)N3CCN(c4ccccc4)CC3)ncn21	3.4
CCC(=O)N1CCC1(C)C(=O)Nc1ccc(C)c(C)c1 (stereo not drawn)	1.8
COCCNC(=O)C1(C)CCCN(C(=O)c2cc(F)cc(F)c2)C1 (stereo not drawn)	0.9
CN(C)c1ccc(-c2ccnc3c2CC(C)(C(=O)Nc2ccc(Cl)cc2)O3)cc1 (stereo not drawn)	6.8
CC(C)(C)OC(=O)C(Oc1ccccc1[N+](=O)[O-])C(=O)OC(C)(C)C	-1.1

Reformatted field by field: part of the list above
CCCCS(=O)(=O)N1C2=NC(C(=O)OCC)=C(C(=O)OCC)C3N(Cc4ccc(C#N)cc4)c4ccccc4[C@]23C[C@H]1C(=O)OC (stereo partly drawn)
- phage Ecoli inh: 1.3

C[C@H]1CNC(=O)c2c(C(=O)N3CCN(c4ccccc4)CC3)ncn21
- phage Ecoli inh: 3.4
